rCAG binder = binders of r(CAG) RNA repeats, primary screen, biochemical, fluorescence | r(CAG) RNA repeat, TO-PRO-1 dye displacement fluorescence | inhibition, % at 3 µM | 370,000 tested, 1.3% active | AID 651821, 2012;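 active = inhibition above the plate cutoff, the mean of all test compounds on that plate plus 3 SD, cut at about 35% in these data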;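 also: 0% = DMSO alone and 100% = 100 µM mitoxantrone as full dye displacement; higher means more dye released from RNA so lower well fluorescence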
ABHD4 inh = ABHD4 inhibitors, primary screen, biochemical, fluorescence polarization, mouse; (Lyso)-N-acylphosphatidylethanolamine lipase (Mus musculus), Q8VD66; purified mABHD4, FP-Rh probe fluorescence polarization; inhibition, % at 8.92 µM; 370,000 tested, 0.54% active; AID 720543, 2013;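 active = inhibition exceeding the mean over every tested compound plus 3 SD, cut at about 30% in these data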;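 also: 0% = plate median of compound wells and 100% = S159A mutant with DMSO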
Target sequence (Q8VD66 whole entry, looked up): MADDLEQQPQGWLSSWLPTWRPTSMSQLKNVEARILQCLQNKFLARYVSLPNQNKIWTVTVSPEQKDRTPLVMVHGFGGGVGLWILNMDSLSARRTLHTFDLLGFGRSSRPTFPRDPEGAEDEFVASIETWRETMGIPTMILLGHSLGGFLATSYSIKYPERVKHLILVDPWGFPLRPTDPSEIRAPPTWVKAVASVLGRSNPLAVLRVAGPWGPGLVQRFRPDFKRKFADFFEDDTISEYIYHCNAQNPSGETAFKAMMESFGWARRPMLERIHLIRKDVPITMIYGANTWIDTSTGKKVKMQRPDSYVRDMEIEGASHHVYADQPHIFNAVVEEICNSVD
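Material: mouse ABHD4 enzyme, wild type; Benchmarks: S159A mutant high control, sample median low control; Buffer or medium: HEPES pH 7.0, NaCl, Pluronic buffer; Signal: fluorescence polarization; Read-out: percent inhibition of probe binding, normalized to plate controls; Timing: pre-incubation 45 min, probe exposure 60 min, at 25 °C; Dosing: 8.92 µM, single dose.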
HTRA1 inh = HTRA1 serine protease inhibitors, primary screen, biochemical, fluorescence polarization, HTS | Q92743 | recombinant HTRA1, FP-rhodamine activity-based probe | inhibition, % at 5.96 µM | 340,000 tested, 0.5% active; in the data active = inhibition above about 36%;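 also: 0% = enzyme with DMSO and 100% = wells lacking enzyme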
MBD2 DNA inh = inhibitors of MBD2 binding to methylated DNA, primary screen, biochemical, TR-FRET, DNA-binding domain, human; MBD2 binding to methylated oligonucleotide; inhibition, % at 4.4 µM; 370,000 tested, 0.31% active; AID 686964, 2013; in the data active = inhibition above about 13%
PRMT1 FP inh = PRMT1 methyltransferase inhibitors, primary screen, biochemical, fluorescence polarization; Protein arginine N-methyltransferase 1 (Homo sapiens), Q99873; 370,000 tested, 1.3% active; recombinant PRMT1, activity-based probe fluorescence polarization; inhibition, % at 2.79 µM;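 active = inhibition above about 21% made by adding two undisclosed values, limit read from the data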
Target sequence (Q99873 whole entry, looked up): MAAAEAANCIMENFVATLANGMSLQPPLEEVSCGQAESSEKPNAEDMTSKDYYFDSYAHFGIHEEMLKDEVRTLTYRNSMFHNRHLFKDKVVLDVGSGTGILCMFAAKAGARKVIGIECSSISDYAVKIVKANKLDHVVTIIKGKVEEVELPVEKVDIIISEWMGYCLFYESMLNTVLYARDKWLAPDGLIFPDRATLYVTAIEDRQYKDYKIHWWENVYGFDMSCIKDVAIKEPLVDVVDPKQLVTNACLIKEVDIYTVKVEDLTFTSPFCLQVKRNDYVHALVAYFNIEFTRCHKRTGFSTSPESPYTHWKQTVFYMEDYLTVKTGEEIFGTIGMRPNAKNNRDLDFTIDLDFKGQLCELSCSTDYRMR
GC-A act = GC-A stimulated cGMP production enhancers – HEK293 GC-A cells, cGMP TR-FRET, EC30 ANP, primary screen; Atrial natriuretic peptide receptor 1 (Homo sapiens), P16066; 0% at EC30 ANP, 100% saturating ANP; activation, % at 10 µM; 370,000 tested, 0.14% active; AID 1671463, 2021; in the data active = activation above about 40%
GC-B act = human GC-B receptor activators, primary screen, HEK293 GC-B cells, cGMP TR-FRET, EC30 CNP. Atrial natriuretic peptide receptor 2 (Homo sapiens), P20594. 370,000 tested, 0.11% active. activation, % at 10 µM. 0% at EC30 CNP, 100% saturating CNP;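 active = activation at 10 µM reaching about 35% in either raw or pattern-adjusted values, limit read from the data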
TCR-CD3 inh = inhibitors of human TCR-CD3 interaction, primary screen, biochemical, fluorescence, TAMRA-labeled TCR probe; inhibition, % at 9.4 µM; AID 651800, 2012; 360,000 tested, 0.37% active; T-cell receptor (TCR); in the data active = inhibition above about 19%;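 also: recombinant mutant TCR 2C K166C tagged with TAMRA read by polarization; 0% = receptor in buffer alone and 100% = receptor with positive control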
UHRF1 MBD2 ctr = UHRF1 methylated DNA binding inhibitors, primary screen, counter-screen for MBD2 inhibitor project, biochemical, TR-FRET, human UHRF1, single concentration; UHRF1 binding to methylated oligo; inhibition, % at 4.4 µM; 370,000 tested, 0.75% active; AID 687016, 2013; E3 ubiquitin-protein ligase UHRF1 (Homo sapiens), Q96T88; in the data active = inhibition above about 21%;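 also: UHRF1 SRA domain binding a hemimethylated CpG hairpin DNA probe; 0% = median of test compound wells and 100% = reference inhibitor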
SIAE primary = human SIAE inhibitors, primary screen, biochemical, fluorescence polarization, FP-Rh probe, 1536-well HTS. Sialate O-acetylesterase (Homo sapiens), Q9HAT2. SIAE FP-Rh probe binding. inhibition, % at 9.66 µM. 370,000 tested, 0.69% active;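 active = inhibition above a cutoff: mean of compounds within the control limits plus 3 SD of those, cut at about 17% in these data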;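 also: 0% = plate median of compound wells and 100% = probe without SIAE protein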
Starred values were filed as active, the others as inactive; x = not tested or not shown. A portion of the library; rates above refer to the full screens.

molecule,rCAG binder,ABHD4 inh,HTRA1 inh,MBD2 DNA inh,PRMT1 FP inh,GC-A act,GC-B act,TCR-CD3 inh,UHRF1 MBD2 ctr,SIAE primary
O=C(O)c1ccc(NC(=S)NC(=O)c2cncc(Br)c2)cc1,-2,1,5,2,3,2,4,-1,2,1
O=C(NNC(=O)c1ccccc1Cl)c1ccc2c(c1)OCCO2,2,3,5,1,-2,1,-3,-9,-1,6
COc1ccccc1C1N(c2ccc(Cl)cc2)C(=O)C2CCCN21 (stereo unspecified),3,-7,-13,5,-2,-10,-6,-10,8,-5
Cn1c(=O)[nH]c(=O)c2c1nc(SCC(=O)O)n2CCCc1ccccc1,1,-4,-1,-5,-3,0,4,4,-2,0
COc1cccc(NC(=S)NC2CC(C)(C)NC(C)(C)C2)c1,3,1,1,4,0,-6,-2,-3,7,1
CCN(Cc1cn(CC2CCCCC2)nn1)S(=O)(=O)c1ccccc1Br,-2,6,x,3,2,4,3,x,9,-5
COC(=O)C1(C(=O)OC)C[C@H](/C=C/c2ccccc2)N(Cc2ccccc2OC)[C@@H]1c1cccc(Br)c1,5,1,x,-10,-3,-1,4,-1,0,-5
COc1ccccc1N1CCN(CC(=O)c2c(N)n(C)c(=O)n(C)c2=O)CC1,-7,0,3,-2,-3,1,0,5,-2,0
O=C(Nc1cccc(O)c1)c1c(O)c2ccccc2[nH]c1=O,26,-20,-35,-2,1,-6,-11,-3,-5,-3
C=CC1=CCN(S(=O)C(C)(C)C)[C@@H]1CCO (stereo partly specified),3,1,7,-1,4,3,5,4,0,6
C[C@H]1CN([C@@H](C)CO)C(=O)CCCn2cc(nn2)CO[C@@H]1CN(C)S(=O)(=O)c1ccc(-n2cccn2)cc1,2,4,-3,-5,0,2,8,1,0,4
COc1ccc(Nc2nnc(-c3ccc(O)cc3)c3ccccc23)cc1,-1,-26,-29,2,-2,-18,-16,1,0,0
CN(C(=O)COC(=O)CN1C(=O)C2CC=CCC2C1=O)c1ccccc1 (stereo unspecified),-1,2,2,3,-4,3,-3,10,-2,2
Cc1nc(-c2cccc(S(=O)(=O)N3CCCCCC3)c2)cs1,1,7,-10,2,-1,0,2,-1,1,-6
COCc1cc(C)n(CC(=O)NCC2CCCO2)c(=O)c1C#N (stereo unspecified),7,-11,-6,6,4,6,5,-3,4,1
CSc1ccc(NC(=O)NCc2cccnc2)cc1,11,1,3,-7,0,1,2,2,-1,0
CN(C)S(=O)(=O)CC12CCC(CC1=O)C2(C)C (stereo unspecified),-1,-8,1,6,-2,1,6,-8,8,1
CC(=O)N(C1=C(Cl)C(=O)c2ccccc2C1=O)c1ccc(C(=O)O)cc1,3,17,11,-11,87*,1,-3,8,11,1
Cn1c2ccccc2c2cc(C(=O)NNS(=O)(=O)c3ccc(F)cc3)sc21,24,3,-22,2,1,-6,-2,0,-3,-3
C[C@@H]1CN(S(=O)(=O)c2ccc3c(c2)OCCO3)CCN1S(=O)(=O)c1c(F)cccc1F,-1,0,-2,6,-1,1,-4,3,0,0
COc1cccc(OCc2cc(C(=O)N3CCN(C(=O)c4ccco4)CC3)no2)c1,2,-1,1,4,-3,0,-1,5,0,6
COc1ccc(-c2cc(C(=O)N3CCN(c4ccc(F)cc4)CC3)no2)cc1OC,-3,5,-1,0,-1,1,-2,7,1,-12
O=C1C2=C(SCCS2)C(=O)N1CCCO,5,6,2,-3,10,1,3,10,-3,6
Cc1nc2cc(-c3sccc3-n3cccc3)nn2c(C)c1C,1,-9,-18,2,6,1,-13,1,3,1
O=C(Cn1cc(C(=O)C2CCCCC2)c2ccccc21)NCC1CCCO1 (stereo unspecified),-4,0,3,4,2,2,-1,6,-2,-5
COc1ccc(Cl)cc1N(CC(=O)N/N=C/c1ccc(OC(C)C)cc1)S(=O)(=O)c1ccc(C)c([N+](=O)[O-])c1,18,1,-27,-4,1,-4,0,6,-2,-20
COC(=O)CSc1nnc(CCc2ccccc2)n1C,-1,0,4,0,-5,1,5,7,0,5
Cc1cccc(-n2c(=O)c3c(n4cnnc24)-c2ccccc2CC32CCCCC2)c1,6,-1,1,-1,-2,-8,1,0,0,-2
Nc1nc(Cl)nc2c1ncn2[C@@H]1O[C@H](CO)[C@@H](O)[C@@H]1F,1,3,x,-1,1,3,9,x,0,-3
Cc1ccc(OCC(=O)NCc2cccs2)cc1,-4,-3,2,-1,-2,0,-4,0,-1,-12

Already shown: an excerpt of the list.
molecule,rCAG binder,ABHD4 inh,HTRA1 inh,MBD2 DNA inh,PRMT1 FP inh,GC-A act,GC-B act,TCR-CD3 inh,UHRF1 MBD2 ctr,SIAE primary
O=C1C2=C(SCCS2)C(=O)N1CCCO,5,6,2,-3,10,1,3,10,-3,6
Cc1nc2cc(-c3sccc3-n3cccc3)nn2c(C)c1C,1,-9,-18,2,6,1,-13,1,3,1
O=C(Cn1cc(C(=O)C2CCCCC2)c2ccccc21)NCC1CCCO1 (stereo unspecified),-4,0,3,4,2,2,-1,6,-2,-5
COc1ccc(Cl)cc1N(CC(=O)N/N=C/c1ccc(OC(C)C)cc1)S(=O)(=O)c1ccc(C)c([N+](=O)[O-])c1,18,1,-27,-4,1,-4,0,6,-2,-20

Two of these compounds in another layout.
The line under a structure holds: rCAG binder, ABHD4 inh, HTRA1 inh, MBD2 DNA inh, PRMT1 FP inh, GC-A act, GC-B act, TCR-CD3 inh, UHRF1 MBD2 ctr, SIAE primary
> COc1cccc(NC(=S)NC2CC(C)(C)NC(C)(C)C2)c1
 : 3, 1, 1, 4, 0, -6, -2, -3, 7, 1
> O=C(Cn1cc(C(=O)C2CCCCC2)c2ccccc21)NCC1CCCO1 (stereo unspecified)
 : -4, 0, 3, 4, 2, 2, -1, 6, -2, -5

Quoted at random: six records from the list.
molecule,rCAG binder,ABHD4 inh,HTRA1 inh,MBD2 DNA inh,PRMT1 FP inh,GC-A act,GC-B act,TCR-CD3 inh,UHRF1 MBD2 ctr,SIAE primary
COc1ccccc1N1CCN(CC(=O)c2c(N)n(C)c(=O)n(C)c2=O)CC1,-7,0,3,-2,-3,1,0,5,-2,0
Cc1nc(-c2cccc(S(=O)(=O)N3CCCCCC3)c2)cs1,1,7,-10,2,-1,0,2,-1,1,-6
COCc1cc(C)n(CC(=O)NCC2CCCO2)c(=O)c1C#N (stereo unspecified),7,-11,-6,6,4,6,5,-3,4,1
COc1ccc(-c2cc(C(=O)N3CCN(c4ccc(F)cc4)CC3)no2)cc1OC,-3,5,-1,0,-1,1,-2,7,1,-12
COc1cccc(OCc2cc(C(=O)N3CCN(C(=O)c4ccco4)CC3)no2)c1,2,-1,1,4,-3,0,-1,5,0,6
O=C(NNC(=O)c1ccccc1Cl)c1ccc2c(c1)OCCO2,2,3,5,1,-2,1,-3,-9,-1,6

Continued:
molecule,rCAG binder,ABHD4 inh,HTRA1 inh,MBD2 DNA inh,PRMT1 FP inh,GC-A act,GC-B act,TCR-CD3 inh,UHRF1 MBD2 ctr,SIAE primary
O=C(c1ccc(F)cc1F)N1CCC(Oc2cccnc2)CC1,0,-1,x,4,-8,1,2,x,4,-2
CS(=O)(=O)c1ccc2nc(NC(=O)c3ccccc3)sc2c1,3,-1,-5,-2,4,-3,-2,-3,-1,1
CCOC(=O)C1=C(N)N2C(=O)CSC2=C(C(=O)OC)C1,4,12,2,0,2,-3,-7,6,-3,-10
O=C1Nc2ccccc2C1(O)C/C(=N/O)c1ccccc1 (stereo unspecified),-3,11,0,4,3,-4,0,0,1,-1
CN(C)CCCNc1nc2cc(-c3ccn[nH]3)sc2c(=O)n1C,2,-2,x,-2,-2,6,3,2,1,-3
CC1CCN(c2ccc3nnc(CCC(=O)Nc4cc(F)ccc4F)n3n2)CC1,-3,0,-2,0,-3,-2,-1,-4,2,4
COc1ccc(CCN2CC(C(=O)NCC(=O)Nc3ccc(F)c(F)c3)CC2=O)cc1OC (stereo unspecified),4,-6,-8,0,-3,3,-2,3,3,-7
N#Cc1ccccc1OCC(=O)Nc1cc(S(=O)(=O)N2CCCCC2)ccc1N1CCOCC1,9,7,-15,-3,-2,9,13,-3,-1,1
Cc1c(CCC(=O)O)c(=O)oc2cc(OCc3cccc(F)c3)ccc12,20,-5,2,-5,2,0,-2,-5,-3,-3
COC(=O)c1sc2ncn(CC(=O)NCCc3ccc(OC)c(OC)c3)c(=O)c2c1C,6,8,-2,-1,-3,-2,2,-1,3,2
COc1cccc(C2C(C#N)=C(N)N(c3ncn[nH]3)C3=C2C(=O)CCC3)c1 (stereo unspecified),1,3,1,0,0,2,7,-8,2,-2
CCOC(=O)N1CCC(NC(=O)CCc2c(C)nc3ncnn3c2C)CC1,-5,2,3,1,1,2,0,-2,1,-2
O=C(Cn1cnc(S(=O)(=O)N2CCCC2)c1)Nc1cccc(Br)c1,1,1,0,3,-1,9,-2,6,1,-1
O=C(NCCN1CCN(Cc2ccccc2)CC1)C1CC(=O)N(C2CCCC2)C1 (stereo unspecified),-5,-3,3,2,2,2,-1,0,0,2
CCCCNC(=S)N(C)N=C1CCC(c2ccccc2)CC1 (stereo unspecified),-5,-11,0,7,1,-1,-5,-1,2,-1
Cc1ccccc1NC(=O)CSc1nnc2ccc(-c3cccnc3)nn12,1,-4,4,-3,-1,5,-2,-1,-1,1
CN(C)CCCN(C(=O)c1ccc(C(=O)c2ccccc2)cc1)c1nc2cc3c(cc2s1)OCCO3,2,1,-3,-2,2,3,-1,-6,-1,2
NS(=O)(=O)c1ccc(NC(=O)c2ccc(S(=O)(=O)N3CCc4ccccc43)cc2)cc1,29,-72,-68,1,9,-4,-5,13,-1,-53
Cc1cccn2c(NC(=O)c3cccs3)c(-c3ccccc3)nc12,4,3,2,4,-1,2,1,-2,1,-3
CCOC(=O)N1CCN(C(=O)CSCC(=O)Nc2nc(-c3cccs3)cs2)CC1,-2,-1,-8,4,1,5,1,4,3,3
CCOC(=O)C1=C[C@@H](CC)N(S(=O)(=O)c2ccc(C)cc2)[C@H]1c1cccc(Cl)c1,1,-14,x,3,0,-6,-10,1,-2,-3
CCOc1ccc(OCC)c(NC(=O)C2CCCN2S(=O)(=O)c2cccc3cccnc23)c1 (stereo unspecified),0,-3,-9,-3,2,-5,5,3,0,1
Cc1nc2cc(-c3ccccc3)sc2c(=O)n1N,-4,0,-2,-6,-3,0,-6,5,-1,-6
CC(=O)c1cccc(NC(=O)NN2CCN(C)CC2)c1,-1,-1,3,-4,-4,2,5,7,-3,9
Nc1c2c(nc3ccccc13)CCC2,-1,-3,0,-1,-2,8,-2,5,4,1
